# AP ELISA ortho – alternative pathway complement inhibition, orthogonal assay; Human serum alternative complement pathway, LPS-coated ELISA, C3 deposition; tested in compound mixtures; inhibition, % at 5 µM; 62,000 tested, 0.08% active; AID 1235;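 active means inhibition above 30% in each of the two pooled mixtures holding the compound, so the lower value exceeds 30%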;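 further: 0% = serum in Mg-EGTA without compound and 100% = EDTA serum blank; some compounds past the cut are filed as inactive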
#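 Test system: human serum alternative complement pathway, C3 deposition on LPS-coated wells; also added: Plate-bound LPS; doses: 5 µM per compound in ten-compound mixtures; schedule: 1 h at 37 °C; detection: Anti-C3 ELISA, OD 450 nm; evaluation: percent inhibition of C3 deposition onto LPS; repeats: two pool placements per compound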
# CatL block – inhibitors of human cathepsin L; P07711; purified cathepsin L, fluorogenic substrate, fluorescence; inhibition, %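 (tested at 10 µM)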; 58,000 tested, 0.17% active; in the data active means inhibition above about 45%;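 further: 0% = enzyme with no compound and 100% = no enzyme blank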
# CatG inh – cathepsin G (human) inhibition. inhibition, % at 5 µM (by protocol). purified enzyme, AMC-tetrapeptide fluorescence, pooled mixtures. P08311. 62,000 tested, 0.2% active;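 active means inhibition above 20% in each of the two mixture wells holding the compound; inactive means inhibition of 20% or less in either well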;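 further: 0% = enzyme control without mixture and 100% = blank lacking enzyme; strong numbers were not always called active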
# Target sequence (P08311 21-244 limits assumed): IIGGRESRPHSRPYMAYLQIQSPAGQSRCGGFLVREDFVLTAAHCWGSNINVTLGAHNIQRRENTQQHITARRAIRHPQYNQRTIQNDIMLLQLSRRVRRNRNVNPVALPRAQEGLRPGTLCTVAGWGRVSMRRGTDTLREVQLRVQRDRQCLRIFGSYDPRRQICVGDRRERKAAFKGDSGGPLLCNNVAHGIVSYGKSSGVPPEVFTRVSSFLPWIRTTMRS
# Ec RNAP inh – inhibitors of Escherichia coli RNA polymerase; E. coli RNA polymerase, fluorescence transcription assay; AID 559; inhibition, %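 (tested at 10 µM)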; P0A8V2; 62,000 tested, 0.2% active; in the data active means inhibition above about 20%;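 further: 0% = enzyme without compound and 100% = no enzyme blank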
# CatB inh – blocks human cathepsin B protease activity; AID 453; 63,000 tested, 0.1% active; P07858; purified cathepsin B, fluorogenic substrate, fluorescence; inhibition, %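 (tested at 10 µM)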; in the data active means inhibition above about 21%;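 further: 0% = enzyme with no compound and 100% = no enzyme blank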
# CatB mixtures – inhibitors of human cathepsin B in compound mixtures. P07858. Purified cathepsin B, AMC dipeptide fluorescence. inhibition, %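 (ten-compound pools at 5 µM per compound and 50 µM total)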. 62,000 tested, 0.06% active. AID 488; in the data active means inhibition above about 22%, passing the limit was not always enough;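 further: 0% = enzyme without compound and 100% = no enzyme blank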
# C1s block – blocks human complement C1s protease activity | P09871 | purified C1s, fluorogenic AMC substrate, pooled mixtures | mean inhibition % of two 10-compound mixtures (stronger effect = higher value), % at 5 µM (by protocol) | 62,000 tested, 0.16% active | AID 538;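 active means inhibition above 20% in each of the two 10-compound mixture wells holding the compound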;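 further: 0% = enzyme wells lacking compound mixture and 100% = no-enzyme blank wells; some compounds called inactive have numbers as strong as hits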
# FXIa inh mix – factor XIa (human) inhibition, mixture screen | P03951 | purified FXIa, fluorogenic substrate, pooled mixtures | inhibition, % at 5 µM | 62,000 tested, 0.19% active | AID 680; in the data active means inhibition above about 20%, passing the limit was not always enough;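 further: each value is inhibition by a whole ten-compound pool holding the compound; 0% = enzyme with no mixture and 100% = wells lacking enzyme; strong numbers were not always called active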
# Target sequence (P03951 19-387 limits assumed): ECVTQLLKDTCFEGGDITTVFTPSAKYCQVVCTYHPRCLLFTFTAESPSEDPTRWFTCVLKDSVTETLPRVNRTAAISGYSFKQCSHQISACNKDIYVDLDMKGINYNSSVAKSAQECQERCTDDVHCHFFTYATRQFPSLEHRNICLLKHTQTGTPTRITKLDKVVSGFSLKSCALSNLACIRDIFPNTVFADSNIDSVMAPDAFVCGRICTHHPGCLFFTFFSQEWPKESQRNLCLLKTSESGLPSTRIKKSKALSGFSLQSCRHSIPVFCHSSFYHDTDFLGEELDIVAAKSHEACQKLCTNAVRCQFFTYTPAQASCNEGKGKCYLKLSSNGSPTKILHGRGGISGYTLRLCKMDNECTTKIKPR
# Target sequence (P03951 388-625 limits assumed): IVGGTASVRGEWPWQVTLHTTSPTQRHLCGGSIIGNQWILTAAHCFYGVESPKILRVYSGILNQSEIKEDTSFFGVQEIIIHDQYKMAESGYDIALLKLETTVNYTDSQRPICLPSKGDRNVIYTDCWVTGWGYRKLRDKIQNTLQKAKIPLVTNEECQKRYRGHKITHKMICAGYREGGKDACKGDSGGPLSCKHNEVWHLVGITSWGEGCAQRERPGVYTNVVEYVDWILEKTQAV
# CatS inh – blocks human cathepsin S protease activity. P25774. recombinant cathepsin S, AMC dipeptide fluorescence, pooled mixtures. inhibition, %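 (tested at 5 µM per compound within 10-compound mixtures)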. 62,000 tested, 0.06% active. AID 501; in the data active means inhibition above about 32%, passing the limit was not always enough;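 further: 0% = enzyme without compound and 100% = blank without enzyme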
# Target sequence (P25774 115-331 limits assumed): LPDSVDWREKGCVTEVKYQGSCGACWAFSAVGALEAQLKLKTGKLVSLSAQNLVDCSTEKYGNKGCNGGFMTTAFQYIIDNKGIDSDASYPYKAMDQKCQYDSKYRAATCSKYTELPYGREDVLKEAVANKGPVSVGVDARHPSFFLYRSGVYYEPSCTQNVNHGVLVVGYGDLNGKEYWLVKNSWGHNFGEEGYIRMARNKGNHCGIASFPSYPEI
# * = called active by the depositor; nt = not tested or not shown. These rows are one share of the data; rates above refer to the full screens.
structure	AP ELISA ortho	CatL block	CatG inh	Ec RNAP inh	CatB inh	CatB mixtures	C1s block	FXIa inh mix	CatS inh
COc1ccc(-n2c(=O)c3c4c(sc3n3c(C)nnc23)CCCC4)cc1	13	-6	5	5	1	-8	2	-2	-9
Cc1ccc(N2C(=O)c3ccccc3C2Nc2cccnc2)nc1 (centres undefined)	12	2	9	4	9	9	8	2	-11
CC1=C(C(=O)NCCCOC(C)C)C2(CCC(C)CC2)OC1=O (centres undefined)	-1	2	8	13	4	3	6	8	16
COc1ccc(Nc2nc(N3CCCC3)c3ccccc3n2)cc1	4	12	9	2	4	2	2	3	3
CCOC(=O)C(C(=O)Nc1ccccc1)C1CCCCC1 (centres undefined)	5	14	-3	5	0	-5	-2	5	-5
O=C(NCCC1=CCCCC1)C1CCCN(S(=O)(=O)c2ccccc2)C1 (centres undefined)	0	1	-3	1	0	-6	-45	5	4
Cc1ccccc1NC(=O)CSCCO	5	12	3	8	-4	5	2	11	11
O=C(Cc1ccccc1)NC1CCN(S(=O)(=O)c2cccc(F)c2)CC1	-6	33	10	12	0	2	8	1	7
CN(C1CCCCC1)S(=O)(=O)c1ccccc1	14	-3	9	3	-6	0	11	5	-7
CCOC(=O)NC(Nc1ccc(S(N)(=O)=O)cc1)(C(=O)OCC)C(F)(F)F (centres undefined)	5	22	10	8	1	4	16	3	13
Cc1cc(C)n(CC(=O)NCc2cc(-c3nn(C)c(=O)c4ccccc34)ccc2C)n1	12	-4	2	4	1	1	6	3	3
CN1C(=O)CSc2ccc(NC(=O)NCc3ccco3)cc21	8	nt	-3	9	0	3	-38	-16	18
Cc1ccc(-c2nnc3sc(-c4ccncc4)nn23)cc1	5	10	-2	7	-1	8	-14	5	16
CC(C)(C)NC(=O)CSc1nnc(NC(=O)CCn2cnc3ccccc3c2=O)s1	6	-1	-1	-2	4	2	-1	7	8
CCN(CC)C(=O)Oc1ccc2c(=O)c(-c3ccc(OC)cc3)c(C)oc2c1	6	-3	-1	3	-2	3	2	10	7
CCCn1c(N)c(Sc2ccc(Cl)cc2)c(=O)n(CCC)c1=O	6	-1	9	-3	3	2	3	3	-9
CC(C)(C)c1ccc(OCC(=O)O)cc1	4	11	7	5	1	1	-14	-4	3
CCOC(=O)C1CCN(C(=O)CSCc2nc(-c3ccc(OCC)cc3)oc2C)CC1	16	15	10	2	1	6	16	-3	-9
CCCCCn1c(SCCN2CCOCC2)nc2c1c(=O)[nH]c(=O)n2C	-14	5	-3	2	-1	1	-2	0	-7
CCOC(=O)c1cc2sccc2n1CC(=O)Nc1ccc(OC)cc1OC	3	11	2	10	2	4	15	0	3
Cc1ccc(C)c2[nH]c(=O)c(CCNC(=O)CC(C)(C)C)cc12	-1	-7	5	0	1	-7	-6	-2	-6
CCOC(=O)N1CCN(C(=O)c2sc3nc(-c4ccc(F)cc4)cn3c2C)CC1	3	14	11	10	4	2	13	3	14
Cc1ccc(C)n1C(Cc1ccccc1)C(=O)O (centres undefined)	7	-6	0	5	-5	4	-1	5	-4
O=C(NCc1ccco1)C1CC(=O)N(CCc2ccccc2)C1 (centres undefined)	12	0	-4	-2	-3	-4	-13	0	-6
O=S1(=O)CC(NCc2ccccc2)C(Nc2ccc(Cl)cc2)C1 (centres undefined)	0	18	-9	5	8	3	-47	2	11
CCCCN(CC)C(=O)CSc1cc(=O)n(C)c2ccccc12	5	-1	8	8	2	6	-6	6	13
Cn1c(=O)cc(SCC(=O)NCc2ccco2)c2ccccc21	7	14	10	10	5	2	14	0	12
O=C(COC(=O)C12CC3CC(CC(O)(C3)C1)C2)N1CCN(S(=O)(=O)c2ccc(Cl)cc2)CC1	14	-4	13	6	6	8	11	7	-6
O=C(c1cc2ccccc2o1)c1cccs1	5	-3	11	nt	1	6	17	7	-3
COc1ccc(N2CCN(C(=O)c3ccc(C)cc3Cl)CC2)cc1	18	-3	3	6	1	6	2	7	-1
CCCC12CN3CC(C)(CN(C1)C3c1ccc(OC)cc1)C2=O (centres undefined)	6	0	6	4	2	4	-6	6	10
Cc1[nH]c2ccccc2c1C(=O)CSCC(=O)O	-23	19	-1	6	1	-1	4	-5	-1
COc1ccc(C2CC(=O)N3CN(c4ccccc4F)CSC3=C2C#N)cc1OC (centres undefined)	8	4	-1	-2	2	2	4	13	-5
Cc1ccc(C(=O)NC2CC(C)(C)NC(C)(C)C2)cc1C	6	8	6	0	4	-1	13	1	-11
CCOC(=O)Cn1c(=O)oc2cc(S(=O)(=O)N3CCCc4ccccc43)ccc21	17	nt	1	6	0	5	4	3	-4
Cc1cnc(NC(=O)CSc2nnc(-c3ccccc3)n2Cc2ccccc2)s1	-14	10	-12	-14	1	3	-25	2	12
COc1ccc(NS(=O)(=O)c2ccc3c(c2)Cc2ccccc2-3)cn1	11	10	3	6	-2	5	1	3	6
CCC(NC(=O)c1ccccc1NC(=O)c1ccco1)C(=O)NC1CCCCC1 (centres undefined)	7	21	14	9	4	1	23	4	5
CCCS(=O)(=O)N1CCCC(C(=O)NCCCN(Cc2ccccc2)C(C)C)C1 (centres undefined)	12	0	7	2	0	1	-1	1	-3
CC(=O)NC1(c2ccccc2)CCN(Cc2nnnn2C(C)(C)C)CC1	-5	nt	7	3	7	3	2	-3	4
COCCNC(=O)CN(C(=O)Cn1nnc2ccccc21)c1ccc(F)c(Cl)c1	14	nt	-3	4	5	7	-15	7	11
CCOC(=O)N1CCN(C(=O)c2ccc(NS(C)(=O)=O)cc2)CC1	15	16	13	8	1	4	16	6	6
CN(c1nc2c(c(=O)n(C)c(=O)n2C)n1CC(=O)c1ccccc1)C1CCCCC1	8	0	2	nt	1	2	21	13	-8
Cc1ccc(-n2ncc3c(=O)n(CC(=O)NC4CCCCC4)cnc32)cc1	2	20	0	7	4	-3	3	3	5
CCOC(=O)N1CCN(CC(=O)c2ccc3c(c2)CCN3C(C)=O)CC1	11	1	7	0	2	6	12	4	-3
O=C(COC(=O)CCNS(=O)(=O)c1ccc2c(c1)OCCO2)NC1CCCc2ccccc21 (centres undefined)	10	-1	10	5	8	5	3	3	-1
CCCNC(=O)NC(=O)CSc1nnc(-c2ccncc2)n1CC	16	0	2	-3	-1	2	-27	-1	-4
CCOC(=O)c1sc(=S)n(-c2cccc(OC)c2)c1N	5	3	4	2	0	1	1	-3	11
O=C(c1ccc(S(=O)(=O)N2CCCCC2)cc1)N1CCN(c2ccccc2)CC1	14	14	2	11	2	3	-41	-1	-1
COc1ccc(-c2cc(C(=O)Nc3cc(OC)c(OC)c(OC)c3)no2)cc1OC	-2	-5	0	4	1	3	-5	-1	6
Nc1ccnn1Cc1cccnc1	10	nt	8	6	4	2	-25	-3	4
O=C1CC(N2CCSCC2)C(=O)N1CCc1ccccc1 (centres undefined)	-3	6	8	7	6	0	7	7	1
COc1ccc(CCNS(=O)(=O)c2ccc3c(c2)OCCO3)cc1OC	-13	nt	-9	4	7	3	-21	3	7
CC(=O)NC(CC(=O)NCC(c1ccco1)N(C)C)c1ccccc1 (centres undefined)	6	11	3	5	2	1	13	5	-8
CC(=O)Nc1ccc(S(=O)(=O)N2CCCc3ccccc32)cc1	17	12	1	10	-4	6	-8	8	11
CCOC(=O)C1CC=C(Cl)CC1C(=O)Nc1nccs1 (centres undefined)	6	30	-23	10	3	-15	-219	-38	-31
O=C(CSc1nnc(-c2ccc(S(=O)(=O)N3CCOCC3)cc2)o1)c1ccccc1F	-9	-4	2	-2	0	-2	4	9	-4
Oc1ccc2oc3c(c2c1/C=N/n1cnnc1)CCCC3	-1	5	8	-1	nt	-3	3	5	-2
O=C(COc1ccccc1)Nc1ccc(Cl)c(-c2nc3ncccc3o2)c1	13	0	6	0	4	1	9	8	0
CCOc1ccccc1C1CC(c2ccccc2)Nc2nc(N)nn21 (centres undefined)	3	-12	0	-8	1	1	-1	9	1

# Profiles, looked up by structure.
# `CCC(NC(=O)c1ccccc1NC(=O)c1ccco1)C(=O)NC1CCCCC1` (centres undefined) as listed: AP ELISA ortho = 7; CatL block = 21; CatG inh = 14; Ec RNAP inh = 9; CatB inh = 4; CatB mixtures = 1; C1s block = 23; FXIa inh mix = 4; CatS inh = 5
# `CCOC(=O)N1CCN(CC(=O)c2ccc3c(c2)CCN3C(C)=O)CC1` as listed: AP ELISA ortho = 11; CatL block = 1; CatG inh = 7; Ec RNAP inh = 0; CatB inh = 2; CatB mixtures = 6; C1s block = 12; FXIa inh mix = 4; CatS inh = -3

# (cont.)
structure	AP ELISA ortho	CatL block	CatG inh	Ec RNAP inh	CatB inh	CatB mixtures	C1s block	FXIa inh mix	CatS inh
O=C(COc1ccc(F)cc1)NC1CC1	12	0	9	4	0	4	3	4	-1
COC(=O)NC1CSCC1OC(=O)CCN1C(=O)c2ccccc2C1=O (centres undefined)	7	4	7	1	2	3	5	2	1
Cc1c(N=c2c(=O)c3ccccc3c2=O)c(=O)n(-c2ccccc2)n1C	8	22	-1	10	nt	6	2	8	8
O=C(CCSc1nc(-c2ccco2)cc(C(F)(F)F)n1)NCCc1ccccc1	-1	14	6	9	3	-9	-29	-3	4
CC(=O)c1ccc(NC(=O)C2CCN(S(=O)(=O)c3cccc4cccnc34)CC2)cc1	11	1	11	2	7	9	14	6	-6
CC1(C)CC(=O)CC(=Nc2ccc3[nH]c(=O)[nH]c3c2)C1	13	0	18	8	4	5	-7	4	-2
Cc1ccc(-c2nnn(CC(=O)N(CC3CCCO3)C(C(=O)NC(C)(C)C)c3ccc(F)cc3)n2)o1 (centres undefined)	11	9	3	5	0	2	4	6	-9
CCOC(=O)C1C(=O)NC(N2CCN(Cc3ccccc3)CC2)=NC1c1ccco1 (centres undefined)	2	9	5	nt	6	-2	15	4	1
COC(=O)CSc1nc2sc3c(c2c(=O)n1C1CCCCC1)CCN(C)C3	8	-7	13	3	4	5	0	5	1
Cc1ccc2cccc(Oc3cnccn3)c2n1	18	5	9	4	5	4	14	3	1
CCC(=O)N1CCN(c2cc3c(cc2F)c(=O)c(C(=O)O)cn3CC)CC1	0	2	9	4	10	3	-4	9	6
CN1CCN(C(=O)c2cnn(-c3ccccc3)c2NC(=O)c2cccs2)CC1	6	-1	1	-6	-4	-3	0	0	2
CCn1c(=O)cc(C(=O)OC)sc1=Nc1ccc(F)c(F)c1	18	9	-2	-4	1	0	-3	9	22
Cn1nnc2cc(C(=O)NCc3ccc4c(c3)OCO4)ccc21	6	25	14	10	0	3	18	2	10
Cc1cc(C)n(-c2nc3c(c(=O)[nH]c(=O)n3C)n2C(C)C)n1	1	11	11	13	7	13	11	1	12
O=C(NCCc1ccccc1)C1CCN(C(=O)c2sccc2-n2cccc2)CC1	14	14	4	14	5	1	-31	-3	-1
Cc1cc2n(n1)C(c1ccc3c(c1)OCO3)Nc1ccccc1-2 (centres undefined)	3	-2	4	nt	-2	-2	0	11	14
Cc1ccc(SCCNC(=O)CN(c2ccc3c(c2)OCO3)S(C)(=O)=O)cc1	7	28	9	9	9	-1	4	-6	7
Cc1ccc(N(C(C)C(=O)O)S(=O)(=O)c2c(C)n[nH]c2C)cc1 (centres undefined)	19	5	9	6	0	4	-6	5	1
CCOC(=O)C1C(=O)CC(C)(O)C(C(=O)OCC)C1c1ccc(C)s1 (centres undefined)	0	-7	-12	-10	-3	1	-16	2	-4
O=C(Nc1ccc(S(=O)(=O)N2CCCCCC2)cc1)C1CCCO1 (centres undefined)	0	-15	11	2	0	3	17	6	-2
O=C(Nc1ccccc1Cl)N1CCN(c2ccccn2)CC1	15	nt	0	3	-4	3	-28	4	-2
